# M4 PAM = CHRM4 positive allosteric modulation | P08173 | CHO-K1 hM4/Gqi5, Fluo-8 calcium fluorescence, ACh EC20; 0% = ACh EC20, 100% = maximal ACh | activation, % at 3 µM | hit rate 0.4% among 360,000;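 active means activation above its plate's cutoff, the mean activation of sample wells plus 3 SD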; further: some results filed as inactive read as strong as hits
# Target sequence (P08173 whole entry, looked up): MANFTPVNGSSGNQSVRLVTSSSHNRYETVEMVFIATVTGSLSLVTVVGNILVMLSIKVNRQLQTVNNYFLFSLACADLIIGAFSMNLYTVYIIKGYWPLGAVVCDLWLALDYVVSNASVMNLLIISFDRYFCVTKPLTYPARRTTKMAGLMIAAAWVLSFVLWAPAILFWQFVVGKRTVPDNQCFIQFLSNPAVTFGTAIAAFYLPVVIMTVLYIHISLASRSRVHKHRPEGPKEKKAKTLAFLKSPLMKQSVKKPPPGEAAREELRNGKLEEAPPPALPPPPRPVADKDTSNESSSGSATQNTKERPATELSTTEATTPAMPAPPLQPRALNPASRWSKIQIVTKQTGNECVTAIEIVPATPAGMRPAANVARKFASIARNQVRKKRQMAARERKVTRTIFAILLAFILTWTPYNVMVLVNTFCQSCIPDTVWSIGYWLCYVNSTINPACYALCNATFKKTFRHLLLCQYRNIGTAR
# M1 PAM = potentiates human M1 receptor response to acetylcholine; P11229; CHO-K1 hM1, Fluo-8 calcium fluorescence, ACh EC20; 0% = ACh EC20, 100% = maximal ACh; activation, % at 3 µM; hit rate 0.088% among 360,000; in the data active means activation above about 19%, passing the limit was not always enough
# Target sequence (P11229 whole entry, looked up): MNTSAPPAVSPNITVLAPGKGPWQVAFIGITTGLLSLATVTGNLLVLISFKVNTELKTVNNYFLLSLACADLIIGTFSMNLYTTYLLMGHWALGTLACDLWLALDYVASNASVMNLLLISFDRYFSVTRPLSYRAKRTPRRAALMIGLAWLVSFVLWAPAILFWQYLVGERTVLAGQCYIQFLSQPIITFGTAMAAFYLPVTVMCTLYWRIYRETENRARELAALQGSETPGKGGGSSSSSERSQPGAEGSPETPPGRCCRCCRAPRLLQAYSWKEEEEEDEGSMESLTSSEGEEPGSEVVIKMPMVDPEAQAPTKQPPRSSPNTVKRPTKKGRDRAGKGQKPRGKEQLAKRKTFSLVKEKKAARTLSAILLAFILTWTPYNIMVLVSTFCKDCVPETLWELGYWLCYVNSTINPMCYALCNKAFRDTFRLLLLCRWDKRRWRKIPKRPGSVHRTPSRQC
# M5 antag = antagonists of human muscarinic M5 receptor (CHRM5); P08912; CHO-hM5 cells, Fluo-8 calcium fluorescence, ACh EC80; inhibition, % at 3 µM; hit rate 0.59% among 360,000; AID 624040;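 active means inhibition above a per-plate cutoff, the mean of that plate's test compounds plus 3 SD, cut at about 27% in these data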;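 further: 0% = acetylcholine EC80 with DMSO and 100% = DMSO without agonist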
# CHRM1 antagonist = antagonists of human M1 muscarinic receptor; CHO-K1 hM1, Fluo-8 calcium fluorescence, ACh EC80 antagonist; inhibition, % at 3 µM; hit rate 1.3% among 360,000;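 active means percent inhibition above its own plate's cutoff, namely the mean of that plate's compound wells plus 3 SD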;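 further: peak over basal fluorescence ratio during 140 s after agonist addition; 0% = ACh EC80 plus DMSO and 100% = DMSO alone without agonist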
# M4 ag = CHRM4 agonism in calcium assay; hit rate 0.14% among 360,000; CHO-K1 hM4/Gqi5, Fluo-8 calcium fluorescence; vehicle 0%, full acetylcholine response 100%; P08173; activation, % at 3 µM;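 active means activation above the run mean over all test wells plus 3 SD, cut at about 32% in these data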;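 further: peak over basal fluorescence ratio per well then scaled between controls; 0% = DMSO wells and 100% = acetylcholine at EC100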
# CRFBP-R2 agonist = agonists of human CRF-binding protein/CRF-R2 receptor complex | HEK293 CRF-R2/CRF-BP, calcium dye fluorescence (FLIPR); percent of saturating CRF peptide response | activation, % at 13.2 µM | hit rate 0.46% among 350,000 | AID 588473;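 active means activation of at least 50%, plus an integration ratio under a set limit after plate pattern correction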;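 further: plate controls were neutral control wells without compound for no effect and CRF at EC100 for full effect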
# M5 ag = agonists of human muscarinic M5 receptor (CHRM5); CHO-K1 hM5 cells, Fluo-8 calcium fluorescence; 0% DMSO wells, 100% maximal acetylcholine response; hit rate 0.19% among 360,000; activation, % at 3 µM;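 active means activation above the run's mean over test compounds plus 3 SD, cut at about 23% in these data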;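 further: signal is peak over basal fluorescence ratio across the kinetic read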
# CHRM5 PAM = potentiates acetylcholine response at human M5 receptor | P08912 | CHO-K1 hM5, Fluo-8 calcium, ACh EC20 PAM; 0% = ACh EC20, 100% = ACh EC100 | activation, % at 3 µM | hit rate 0.3% among 360,000;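 active means activation above the run cutoff, the mean activation of all test compounds plus 3 SD, cut at about 18% in these data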
#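 System: CHO-K1 hM5 cells. Reagent: acetylcholine, EC20 level. Compound dosing: single dose, 3 µM nominal final test concentration. Timing: Post-acetylcholine fluorescence recording 140 s. Detection: Fluo-8 calcium fluorescence. Read-out: % activation, ACh-normalized. Benchmarks: ACh EC20 and EC100 wells. Repeats: singlicate, one well per test compound.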
# M4 antag = antagonists of human muscarinic M4 receptor (CHRM4); P08173; CHO-hM4 cells, ACh EC80, Fluo-8 calcium fluorescence; inhibition, % at 3 µM; hit rate 0.73% among 360,000; AID 624125;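 active means inhibition above its plate's cutoff, the mean inhibition of sample wells plus 3 SD, cut at about 27% in these data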;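 further: 0% = acetylcholine EC80 with DMSO and 100% = DMSO without agonist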
# The depositor's hits bear a star; / = not tested or not shown. This is a random part of the collection, and some 2.8% of all compounds hit somewhere here.
item	structure	M4 PAM	M1 PAM	M5 antag	CHRM1 antagonist	M4 ag
1	CCN(CC)CCC(=O)c1ccc(F)cc1	3	10	4	-10	2
2	Cc1cc(Br)ccc1SCC(=O)OCC(O)=C(C#N)c1nc2ccccc2[nH]1	0	-1	8	-3	1
3	CC(Sc1nnnn1-c1ccccc1)C(=O)NC1CCCC1 (stereo not drawn)	3	2	4	4	0
4	COc1ccccc1NC(=O)Nc1nnc(CC(=O)Nc2ccccc2C)s1	12	8	6	-5	4
5	COc1ccc(NC(=O)COc2ccc(/C=N/O)cc2OC)cc1	8	7	3	-5	9
6	Cc1ccc(NC(=O)c2ccc(S(=O)(=O)N3CCOCC3)cc2)cc1	0	7	13	3	3
7	Cn1c(NC(=O)CC2CCCCC2)cc(=O)n(C)c1=O	1	10	3	6	2
8	CCOC(=O)Cn1cnc(C)c1	0	2	5	0	0
9	CC(=O)c1ccc(OCCCC(=O)n2nnc3ccccc32)cc1	-1	8	-6	-12	1
10	Cc1ccccc1C(=O)NC1CC2CCCC(C1)N2CC(C)C (stereo not drawn)	-11	-28	8	66*	-1
11	COc1ccc(NC(=O)CC2C(=O)OCC3CCCCN32)cc1Cl (stereo not drawn)	1	-2	-6	0	2
12	CC1=CC(C)(C)Nc2ccc(OC(=O)CN3C(=O)C4CCCCC4C3=O)cc21 (stereo not drawn)	5	4	-3	-27	3

item	CRFBP-R2 agonist	M5 ag	CHRM5 PAM	M4 antag
1	-0.3	3	0	-7
2	6.1	2	8	-2
3	1.8	2	-3	2
4	-1.9	3	5	-2
5	0.5	2	2	-12
6	0.0	-3	-4	-2
7	0.1	4	-4	2
8	-0.1	3	6	-2
9	-0.7	-4	2	-4
10	-0.4	-1	-9	27*
11	-1.4	8	1	0
12	-1.0	-4	-3	4

# Arranged by molar mass (largest number first): some entries from above
item	structure	M4 PAM	M1 PAM	M5 antag	CHRM1 antagonist	M4 ag
2	Cc1cc(Br)ccc1SCC(=O)OCC(O)=C(C#N)c1nc2ccccc2[nH]1	0	-1	8	-3	1
6	Cc1ccc(NC(=O)c2ccc(S(=O)(=O)N3CCOCC3)cc2)cc1	0	7	13	3	3
5	COc1ccc(NC(=O)COc2ccc(/C=N/O)cc2OC)cc1	8	7	3	-5	9
9	CC(=O)c1ccc(OCCCC(=O)n2nnc3ccccc32)cc1	-1	8	-6	-12	1
7	Cn1c(NC(=O)CC2CCCCC2)cc(=O)n(C)c1=O	1	10	3	6	2

item	CRFBP-R2 agonist	M5 ag	CHRM5 PAM	M4 antag
2	6.1	2	8	-2
6	0.0	-3	-4	-2
5	0.5	2	2	-12
9	-0.7	-4	2	-4
7	0.1	4	-4	2

# More compounds follow.
item	structure	M4 PAM	M1 PAM	M5 antag	CHRM1 antagonist	M4 ag
13	COC(=O)c1scc(S(C)(=O)=O)c1-n1cccc1	-2	2	5	-5	0
14	CN(C)c1oc(COc2ccc(F)cc2)nc1C#N	0	2	-2	2	1
15	Cc1cc(C)c(S(=O)(=O)n2ccc(-c3ccc(OCCN(C)c4ccccn4)cc3)n2)c(C)c1	0	8	-3	-10	0
16	CCN(CC)C(=O)CSc1nnc(-c2cc(-c3ccc(Cl)cc3)nc3ccccc23)o1	12	13	-12	-20	2
17	CCCCNC(=O)Oc1ccc(C(=O)N2c3ccccc3NC(=O)C2C)cc1 (stereo not drawn)	-1	6	-3	-10	0
18	Cc1ccc(C2CC(=O)c3cnc(NC(=O)c4ccco4)nc3C2)cc1 (stereo not drawn)	15*	7	0	-14	3
19	CCOc1c2ccc(C(=O)NCc3ccc(OC(F)(F)F)cc3)cc2nn1C	4	6	10	-4	0
20	Cc1ccc(NC(=O)NNC(=O)c2cc3ccccc3cc2O)c(C)c1	1	2	10	-4	5
21	COc1cccc(Cn2c(=O)sc3ccccc3c2=O)c1	-3	5	-8	-1	-1
22	CCN(CC)CCN(C(=O)Cn1nnc(-c2ccc(C)o2)n1)C(C(=O)NC1CCCC1)c1ccc(F)cc1 (stereo not drawn)	4	4	23	-5	0
23	COC(=O)[C@@]12C[C@@H](CC(=O)NCCCN3CCCC3=O)C(=O)N(CCc3ccc(OC)c(OC)c3)C1=CCC(C)(C)C2	13	/	-12	/	2
24	CCOC(=O)CSc1nnc(CSc2nc3ccccc3c(=O)[nH]2)n1-c1ccccc1	10	4	-8	-3	0

item	CRFBP-R2 agonist	M5 ag	CHRM5 PAM	M4 antag
13	1.2	2	3	9
14	-5.0	-3	0	-7
15	-1.5	1	-1	3
16	-0.3	1	10	-5
17	0.6	2	4	-4
18	0.2	-1	22*	-14
19	-0.1	-3	4	-16
20	-1.1	0	-3	-5
21	0.5	-6	-1	3
22	0.9	-5	-5	7
23	/	2	10	-20
24	-0.3	-6	-4	4

# Other compounds.
item	structure	M4 PAM	M1 PAM	M5 antag	CHRM1 antagonist	M4 ag
25	Cc1cccc([C@@H]2[C@@H]3C(=O)N(C)C(=O)[C@@H]3[C@@H]3C(=O)Nc4ccccc4C(=O)N23)c1	4	3	1	-1	18
26	CCOc1cc(/C=N/NC(=O)c2cccc(S(=O)(=O)N3CCCC3)c2)ccc1OCC(=O)N(C)C	-5	-2	6	2	0
27	O=C1CSC(c2ccccc2Cl)N1 (stereo not drawn)	8	10	10	-4	0
28	Cc1ccccc1NC(=O)C1C2CC/C=C\CCC21 (stereo not drawn)	4	-2	-6	1	0
29	COc1ccccc1NC(NC(=O)c1ccco1)C(=O)c1ccccc1 (stereo not drawn)	0	0	3	-4	4
30	CCOc1ccc(CN(C)CC(=O)Nc2cc(OC)c([N+](=O)[O-])cc2C)cc1	3	1	5	-7	1
31	COc1ccc(C(=O)N=c2sc3c(C)ccc(OC)c3n2C)cc1	-2	0	3	-9	1
32	CC[N+](C)(CC)CCOC(=O)C1c2ccccc2Oc2ccccc21	-17	-25	99*	97*	1
33	Cc1ccc(NC(=O)CCCNC(=O)c2ccc(Cl)cc2)cc1S(=O)(=O)N1CCCCC1	2	11	2	-11	1
34	CC(C)(C)NC(=O)NC(=O)COC(=O)c1ccc2c(c1)S(=O)(=O)N=C1CCCCCN12	1	8	1	-4	5
35	CCOC(=O)COc1nc(C)cc(C(F)(F)F)c1C#N	-4	14	4	-11	1
36	CCOP(=O)(OCC)c1nc(-c2cccc3ccccc23)oc1N1CCCCC1	-2	4	9	-1	2

item	CRFBP-R2 agonist	M5 ag	CHRM5 PAM	M4 antag
25	-0.7	7	-15	-8
26	-0.3	-7	-1	9
27	-4.3	-7	-1	-5
28	-0.6	-3	2	-3
29	-1.2	-2	-5	2
30	-1.4	-1	-3	2
31	0.7	0	-1	0
32	1.3	-2	-18	99*
33	1.0	1	1	-1
34	0.0	-4	-4	-4
35	-1.6	-4	-3	4
36	0.6	-4	-6	-8

# M4 PAM: hit marks shown above.
entry	Compound	M4 PAM	M1 PAM	M5 antag	CHRM1 antagonist	M4 ag	CRFBP-R2 agonist	M5 ag	M4 antag
18	Cc1ccc(C2CC(=O)c3cnc(NC(=O)c4ccco4)nc3C2)cc1 (stereo not drawn)	15*	7	0	-14	3	0.2	-1	-14

# Five entries from above, screen by screen:
(30) CCOc1ccc(CN(C)CC(=O)Nc2cc(OC)c([N+](=O)[O-])cc2C)cc1
(33) Cc1ccc(NC(=O)CCCNC(=O)c2ccc(Cl)cc2)cc1S(=O)(=O)N1CCCCC1
(28) Cc1ccccc1NC(=O)C1C2CC/C=C\CCC21 (stereo not drawn)
(27) O=C1CSC(c2ccccc2Cl)N1 (stereo not drawn)
(31) COc1ccc(C(=O)N=c2sc3c(C)ccc(OC)c3n2C)cc1

Compound	30	33	28	27	31
M4 PAM	3	2	4	8	-2
M1 PAM	1	11	-2	10	0
M5 antag	5	2	-6	10	3
CHRM1 antagonist	-7	-11	1	-4	-9
M4 ag	1	1	0	0	1
CRFBP-R2 agonist	-1.4	1.0	-0.6	-4.3	0.7
M5 ag	-1	1	-3	-7	0
CHRM5 PAM	-3	1	2	-1	-1
M4 antag	2	-1	-3	-5	0

# The list goes on.
item	structure	M4 PAM	M1 PAM	M5 antag	CHRM1 antagonist	M4 ag
37	NC(=O)c1ccc(NC(=O)CN2CCN(C(=O)c3ccco3)CC2)cc1	1	2	13	-1	0
38	COc1ccc(/C=N/NC(=O)C[n+]2ccccc2)c(OC)c1	8	6	6	-11	1
39	CCCCC(=O)Nc1ccc2c(c1)oc1ccccc12	-6	2	-5	-7	1
40	CCOC(=O)c1csc(NC(=O)c2ccc(OC)c(OC)c2)n1	2	5	2	-19	0
41	CNc1nc(C)cc(C)c1S(=O)(=O)c1ccc(Cl)cc1	-3	0	4	-1	-2
42	CCn1cc(C(=O)NCCC(C)C)c(=O)c2cc(F)c(N3CCN(C(=O)c4ccco4)CC3)cc21	2	-8	12	9	1
43	CC(=O)NC(CCS(C)(=O)=O)C(=O)Nc1ccc(F)cc1Cl (stereo not drawn)	13	4	13	-4	1
44	Cc1ccc(OCC(=O)Nc2cnn(CCCC(=O)O)c2)c([N+](=O)[O-])c1	-4	5	-4	4	0
45	CCOc1ccccc1NC(=O)C(C)SCc1ccccc1 (stereo not drawn)	-2	8	4	-12	-1
46	OC1(C(F)(F)F)CC(c2ccc3ccccc3c2)=NO1 (stereo not drawn)	2	-3	-3	-14	5
47	COc1cc(/C=N/NC(=S)NCCc2ccccc2)cc(OC)c1OC	-9	2	-4	-2	4
48	Cc1ccc(NC(=O)COC(=O)c2ccc(Br)o2)cc1S(=O)(=O)N1CCCCC1	-6	-6	12	8	8

item	CRFBP-R2 agonist	M5 ag	CHRM5 PAM	M4 antag
37	-0.7	-2	-5	3
38	2.7	-6	0	-13
39	-1.3	-11	-4	10
40	0.4	3	-5	-1
41	34	-5	-4	-2
42	-0.4	-2	-1	4
43	-1.9	-3	3	3
44	3.4	-1	2	-3
45	-1.6	1	5	-2
46	-0.3	-1	-1	-18
47	-0.3	-8	8	-18
48	0.8	-2	-1	1

# The list continues:
item	structure	M4 PAM	M1 PAM	M5 antag	CHRM1 antagonist	M4 ag
49	COc1ccc(-c2nn(-c3ccccc3C)cc2CNC(C)Cn2cncn2)cc1F (stereo not drawn)	-1	9	15	-15	4
50	CCOC(=O)C1=CNS(=O)(=O)NC1c1cccc(O)c1 (stereo not drawn)	10	0	-12	-5	1
51	COc1ccc(CCNC(=O)COC(=O)C23CC4CC(CC(Br)(C4)C2)C3)cc1	-6	5	6	-9	3
52	O=CN1CCN(C(C(=O)NC2CCCCC2)c2ccc(Cl)cc2)CC1 (stereo not drawn)	5	5	4	-31	0

item	CRFBP-R2 agonist	M5 ag	CHRM5 PAM	M4 antag
49	-2.4	-6	0	-4
50	1.6	-1	7	-20
51	13	-3	-6	2
52	0.0	-4	3	-5

# Compound activity as filed in PubChem.
